Screening data (PubChem BioAssay)
GDH-TPI inh – GDH-TPI coupled enzyme inhibition counter-screen. GDH-TPI coupled enzyme counterscreen, NADH absorbance. 360,000 tested, 1.2% active. inhibition, % at 4.8 µM; in the data active = inhibition above about 30%;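 note: 0% = DMSO wells and 100% = wells lacking the enzyme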
BoNT F protease – blocks Botulinum neurotoxin F light chain protease | Multiplex microsphere protease cleavage assay, flow cytometry | inhibition, % at 10 µM | 360,000 tested, 0.22% active | AID 588497; in the data active = inhibition above about 35%, passing the limit was not always enough; inconclusive = no clear call, values can overlap the other calls; note: plate controls were buffer without enzyme for full effect and enzyme alone for no effect
BioA inh – inhibitors of Mycobacterium tuberculosis BioA enzyme; inhibition, % at 9.99 µM; 360,000 tested, 0.096% active; purified M. tuberculosis BioA enzyme, plate reader; in the data active = inhibition above about 40%; inconclusive = no clear call, values can overlap the other calls
Rv3671c protease – inhibitors of M. tuberculosis serine protease Rv3671c | P9WHR9 | inhibition, % at 5.96 µM | 320,000 tested, 0.048% active; in the data active = inhibition above about 38%;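 note: extracellular domain of Rv3671c used as enzyme; 0% = enzyme with DMSO and 100% = no enzyme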
Target sequence (P9WHR9 whole entry, looked up, the tested form may be a part): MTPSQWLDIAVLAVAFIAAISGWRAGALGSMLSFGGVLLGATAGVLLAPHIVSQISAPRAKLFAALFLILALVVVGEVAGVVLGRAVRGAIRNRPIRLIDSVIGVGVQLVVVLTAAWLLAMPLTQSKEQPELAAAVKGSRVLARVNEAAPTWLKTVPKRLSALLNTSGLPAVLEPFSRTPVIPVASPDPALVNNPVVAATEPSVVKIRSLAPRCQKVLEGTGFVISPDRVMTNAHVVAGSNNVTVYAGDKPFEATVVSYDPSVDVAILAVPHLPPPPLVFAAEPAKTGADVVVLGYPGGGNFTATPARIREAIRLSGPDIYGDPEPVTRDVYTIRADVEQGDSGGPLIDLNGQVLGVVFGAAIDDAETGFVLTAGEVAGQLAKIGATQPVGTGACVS
MazF activator – activators of E. coli MazEF toxin-antitoxin RNase | 350,000 tested, 0.32% active | AID 504720 | P0AE70 | FAM/BHQ RNA-DNA oligo cleavage fluorescence, 5 h | activation, % at 20 µM; in the data active = activation above about 50%
Target sequence (P0AE70 whole entry, looked up): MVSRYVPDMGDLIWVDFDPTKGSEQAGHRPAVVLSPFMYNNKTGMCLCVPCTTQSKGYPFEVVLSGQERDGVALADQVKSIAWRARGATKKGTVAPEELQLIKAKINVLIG
Mtb FBA inh – inhibits M. tuberculosis FBA enzyme | inhibition, % at 1 µM | purified M. tuberculosis FBA, fluorescence read-out | AID 588726 | 360,000 tested, 2.3% active | P9WQA3; in the data active = inhibition above about 27%;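 note: 0% = vehicle and 100% = reference inhibitor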
PrPC TRFRET – inhibitors of human cell surface prion protein PrPC; P04156; TR-FRET read-out; inhibition, % at 13.8 µM; 370,000 tested, 0.43% active; AID 720596; in the data active = inhibition above about 24%; note: 0% = median of the test wells and 100% = reference compound wells
FadD28 binding – blocks FadD28 binding to the bisubstrate probe | fluorescence polarization | AID 588549 | 360,000 tested, 0.22% active | inhibition, % at 12.5 µM; in the data active = inhibition above about 8.5%, passing the limit was not always enough; inconclusive = no clear call, values can overlap the other calls
Mtb UGM inh – blocks M. tuberculosis UGM enzyme | inhibition, % at 10 µM | purified UGM, fluorescence polarization probe displacement | P9WIQ1 | 320,000 tested, 0.06% active; in the data active = inhibition above about 10%, passing the limit was not always enough; inconclusive = no clear call, values can overlap the other calls
Target sequence (P9WIQ1 whole entry, looked up): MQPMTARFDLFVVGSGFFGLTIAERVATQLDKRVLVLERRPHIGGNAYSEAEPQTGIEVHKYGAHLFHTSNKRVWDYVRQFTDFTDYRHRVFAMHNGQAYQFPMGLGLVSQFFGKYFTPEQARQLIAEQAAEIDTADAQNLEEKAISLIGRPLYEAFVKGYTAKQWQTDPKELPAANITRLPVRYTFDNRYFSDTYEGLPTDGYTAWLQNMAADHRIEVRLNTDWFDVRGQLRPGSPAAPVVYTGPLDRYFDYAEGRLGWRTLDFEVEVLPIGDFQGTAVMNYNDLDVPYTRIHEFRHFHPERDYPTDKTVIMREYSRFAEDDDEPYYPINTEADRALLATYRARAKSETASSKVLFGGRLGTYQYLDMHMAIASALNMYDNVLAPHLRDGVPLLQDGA
Numbers without * were called inactive; ? = inconclusive; / = not tested or not shown; & = joins results of further samples.

SMILES	GDH-TPI inh	BoNT F protease	BioA inh	Rv3671c protease	MazF activator	Mtb FBA inh	PrPC TRFRET	FadD28 binding	Mtb UGM inh
Cc1cc(C(=O)CSc2nncs2)c(C)n1-c1c(C)n(C)n(-c2ccccc2)c1=O	12	28	1.5	-6	3	2	-7	-1.5	0.9
N#Cc1c(NC(=O)CSc2nnnn2C2CCCC2)sc2c1CCCC2	7	-2	0.7	3	-5	-1	2	0.2	0.3
COCc1c(C(=O)OCC(=O)Nc2ccc(OC(F)F)cc2)oc2ccccc12	0	/	-0.5	-2	-10	2	5	-1.2	-0.3
O=C(CCS(=O)(=O)c1ccc(Cl)cc1)N1CCN(c2ccc(F)cc2)CC1	-4	/	-1.2	-2	-11	3	-1	-1.4	0.4
CN(Cc1ccccc1)C(=O)COC(=O)c1ccc(Cl)cc1N	0	-2	/	-7	6	50*	0	-3.3	-3.0
O=C(N/N=C\c1ccc(Cl)cc1)C1=NOC2COC3(CCN(c4ccc([N+](=O)[O-])cc4)CC3)OCC12 (stereo unspecified)	-9	2	-1.7	-27	-1	1	-1	-0.3	2.1
CC1CN(CC(=O)Nc2ccc(S(N)(=O)=O)cc2)CC(C)O1 (stereo unspecified)	4	2	-0.3	2	5	2	/	1.0	-0.6
N#CCc1c(C#N)c(N)nc(N2CCCC(O)C2)c1C#N (stereo unspecified)	13	4	-1.8	3	1	4	-5	0.4	-1.6
CCC(C)CCN1CCN=C1N(C)C (stereo unspecified)	13	-8	0.7	-3	5	6	1	0.5	-0.6
O=C(Cc1ccc(Br)cc1)N1CCc2ccccc2C1	2	-21	-0.4	6	-1	0	16	-4.0	-0.6
CCNC(=O)NC(=O)C(C)OC(=O)c1oc2ccc(OC)cc2c1C (stereo unspecified)	22	4	-0.8	2	6	44*	9	0.6	-0.8
O=C(Nc1cc(S(=O)(=O)N2CCOCC2)ccc1N1CCCC1)c1cccnc1Cl	16	20	-0.2	-13	-6	0	9	0.0	5.2
CN(CCc1ccccn1)C(=S)NC(=O)c1ccco1	2	-10	/	5	9	-3	11	0.8	0.8
CCOC(=O)N1CCc2c(sc3nc4n(c(=O)c23)N=C(c2ccc(OC)cc2)CS4)C1	-5	-2	-0.6	1	-9	1	-2	-4.6	-1.1
O=C(COC(=O)CCNS(=O)(=O)c1ccccc1)NC(=O)c1ccccc1	-9	-11	-0.7	1	2	0	2	-1.1	-1.2
O=C(Nc1ccc(C2SCCS2)cc1)c1ccccc1	-3	/	-0.5	-4	-5	-1	1	0.2	2.5
Cc1ccccc1NC(=O)Cc1cn(C)c2ccccc12	-10	6	/	-3	-6	-1	4	0.0	-0.8
CCn1c(C)c(C(C)=O)c(N2CCCC2)nc1=S	2	/	/	-1	0	4	-2	-2.1	-0.7
CCOc1ncccc1C(=O)OCC(=O)c1cccc(Br)c1	3	0	/	0	-13	-1	0	0.6	-2.2
COCCNC(=O)c1ccc(Cn2c(=S)[nH]c3cc4c(cc3c2=O)OCO4)cc1	12	-1	0.5	0	2	-7	0	-3.1	2.4
CCOc1ccc(Nc2nc(Cc3nnc(SCC(=O)NCC4CCCO4)n3C)cs2)cc1 (stereo unspecified)	8	-17	-1.0	-3	7	0	-9	0.3	0.5
O=c1[nH]c(-c2ccc(Cl)cc2)nc(=S)[nH]1	15	5	/	0	5	0	6	-1.1	0.9
COc1ccc(/C(C)=N/Nc2ccccc2Cl)c(O)c1	5	/	/	9	0	1	0	-0.4	0.3
O=C(O)CCCn1cc(NC(=O)COc2ccccc2F)cn1	-7	-1	-0.6	-10	5	-2	-2	-0.1	-2.8
CCOC(=O)C1=C(C)NC2=C(C(=O)CCC2)C1c1cn(Cc2ccc(Cl)cc2Cl)nc1-c1ccccc1 (stereo unspecified)	0	-21	0.3	4	2	5	-7	-8.2	-0.6
O=C(NCCCNC(=O)c1cnccn1)c1ccc(Cl)cc1	-5	3	-0.5	-6	9	1	0	1.4	0.5
CCC(Oc1ccccc1)C(=O)Nc1ccccc1N1CCCC1 (stereo unspecified)	-2	-6	-1.7	0	0	0	4	-2.6	-1.2
Cc1cc(C(=O)OCC(=O)N2CCC(C)CC2)c2ccccc2n1	2	-10	-0.4	-2	-7	2	10	-3.5	-3.0
COc1ccc(NC(=O)NCc2ccc3c(c2)OCO3)cc1OC	7	0	-1.6	0	0	0	0	-1.7	0.6
O=C(Nc1ccc(C(=O)N2CCC(N3CCCC3)CC2)cc1)c1ccc(Br)o1	9	-5	0.0	11	-12	0	/	-3.3	-3.2
O=C(Cc1cccs1)NCCc1cn2ccccc2n1	2	-10	-0.7	-4	-5	7	-9	-1.3	-0.8
O=C(CSc1ccc(-c2ccccn2)nn1)NC1CCCCC1	-3	-3	/	-2	5	-1	-3	-1.9	2.2
Cn1ncc([N+](=O)[O-])c1C(=O)Nc1ccc(C2CCCCC2)cc1	0	-4	/	-8	-11	4	-1	3.0	-4.6
CCOC(=O)C1=NN(c2ccccc2)C(=O)/C1=C\c1ccc(N(C)C)cc1	16	7	0.6	1	-24	-2	4	-1.3	-0.3
CC(C)NC(=O)N(C)C[C@@H]1Oc2cc(Br)ccc2S(=O)(=O)N([C@@H](C)CO)C[C@H]1C	13	0	0.4&2.6&0.9	/	4	-2	-2	-4.1	/
Cc1ccc(C2CN(C)CC2C(=O)c2ccc(F)cc2)cc1 (stereo unspecified)	-1	14	1.6	0	8	0	-7	-2.4	-1.2

Limited to FadD28 binding, PrPC TRFRET and MazF activator, for 2 of the compounds above:
| SMILES | FadD28 binding | PrPC TRFRET | MazF activator |
| --- | --- | --- | --- |
| COc1ccc(NC(=O)NCc2ccc3c(c2)OCO3)cc1OC | -1.7 | 0 | 0 |
| O=C(Nc1ccc(C(=O)N2CCC(N3CCCC3)CC2)cc1)c1ccc(Br)o1 | -3.3 | / | -12 |

New compounds follow:
SMILES	GDH-TPI inh	BoNT F protease	BioA inh	Rv3671c protease	MazF activator	Mtb FBA inh	PrPC TRFRET	FadD28 binding	Mtb UGM inh
Cc1ccc(SC[C@H](C)CN2CC[C@H](C(C)(C)C)CCC2=O)cc1	-3	2	0.5	-4	-1	1	2	-3.9	-1.6
COCCCNC(=O)C1CCC(CNS(=O)(=O)c2ccc3c(c2)CC(C)N3C(=O)C2CC2)CC1 (stereo unspecified)	-1	-5	-1.0	-5	14	2	0	-0.8	-1.7
CC(C)(CNc1ccc(S(=O)(=O)C(F)(F)F)cc1[N+](=O)[O-])N1CCOCC1	9	-4	-0.6	3	4	1	-6	0.2	4.5
CN(C)c1ccc(NC(=O)c2cn(-c3ccccc3)nc2-c2cccs2)cc1	6	-22	-0.8	13	18	-3	8	-4.3	-1.2
FC(F)(F)c1cccc(NC(=S)N2CCN(c3cccc(C(F)(F)F)c3)CC2)c1	7	-2	0.2	3	7	-5	1	0.0	-0.3
O=C(O)c1ccc2c(c1)C(=O)N(c1ccc([N+](=O)[O-])cn1)C2=O	36*	10	-1.0	-1	1	-1	-9	0.0	1.5
O=C(NCc1ccccc1)c1noc2c1CCCC2	3	35*	2.0	0	3	1	11	-0.9	3.3
COc1cccc(/C=C2\SC(=S)N(CCC(=O)NCCc3ccc(O)cc3)C2=O)c1	4	1	2.5	-41	-13	-1	5	-3.6	0.3
O=C(COC(=O)c1ccc(F)cc1F)Nc1ncccn1	-10	-10	/	6	-3	-4	-3	-3.5	-3.2
C#CCn1cc(/C=N/Nc2nc3ccccc3[nH]2)c2ccccc21	11	-19	/	62*	6	4	36*	5.1	-2.6
C[C@]12CCC3c4ccc(OCC(=O)O)cc4CCC3C1CCC2=O (stereo partly specified)	-5	-25	-0.1	4	17	0	7	-0.6	0.5
CC(=O)Nc1ccc(S(=O)(=O)N(C)CC(=O)NC2=NCCS2)cc1	-11	6	-0.4	1	0	2	3	-2.8	0.3
COc1ccc(/C(N)=N/OC(=O)Cc2ccc(C)cc2)cc1	1	-2	/	-2	-12	-3	10	-2.1	2.3
COc1cc(NC(=O)CCNS(=O)(=O)c2cc(Br)cnc2N)cc(OC)c1	3	2	-0.3	-5	-2	0	-5	-3.9	1.5
CC1=NN(c2nc(-c3ccc(Cl)cc3)cs2)C(=O)C1	-2	4	/	-5	-9	5	11	?	0.9
O=C(NCc1ccco1)c1cc(-c2ccncc2)nc2ccccc12	-12	-5	-2.2	1	12	0	-14	-4.4	-1.4
Cn1nc([N+](=O)[O-])nc1S(C)(=O)=O	-5	-4	/	/	4	-1	3	-4.0	/
CCOc1ccccc1N1C(=O)CC(Nc2ccc(N3CCOCC3)cc2)C1=O (stereo unspecified)	10	-4	-1.2	-1	-3	-3	-18	3.0	5.7
CS(=O)(=O)N(CC(=O)N1CCN(Cc2ccccc2)CC1)C1CCCCC1	8	23	1.3	-1	-3	3	1	0.7	2.7
CCNC(=S)N1CCN(c2cccc(C(F)(F)F)c2)CC1	3	0	1.3	-1	2	-4	2	-4.4	-4.2
COc1cc(C(F)(F)F)nc2ccc(C#CCOC(=O)Nc3ccccc3)cc12	3	8	-3.0	0	-10	1	-3	-0.5	-1.9
Cc1nn(CC(=O)N2CCC(C)CC2)c(=O)c2cccn12	4	-1	-0.4	-5	-35	3	7	0.3	1.1
C[N+](C)(C)CCCN1C(=O)CCCC1=O	9	12	4.6	10	3	5	-2	0.2	0.9
CN1CCN(Cc2c(O)ccc3c(=O)c(Oc4ccccc4Cl)c(C(F)(F)F)oc23)CC1	13	-4	-0.8	-3	7	-2	-2	-2.3	1.1

Next part (seven carried over from the part before).
SMILES	GDH-TPI inh	BoNT F protease	BioA inh	Rv3671c protease	MazF activator	Mtb FBA inh	PrPC TRFRET	FadD28 binding	Mtb UGM inh
CCOc1ccccc1N1C(=O)CC(Nc2ccc(N3CCOCC3)cc2)C1=O (stereo unspecified)	10	-4	-1.2	-1	-3	-3	-18	3.0	5.7
CS(=O)(=O)N(CC(=O)N1CCN(Cc2ccccc2)CC1)C1CCCCC1	8	23	1.3	-1	-3	3	1	0.7	2.7
CCNC(=S)N1CCN(c2cccc(C(F)(F)F)c2)CC1	3	0	1.3	-1	2	-4	2	-4.4	-4.2
COc1cc(C(F)(F)F)nc2ccc(C#CCOC(=O)Nc3ccccc3)cc12	3	8	-3.0	0	-10	1	-3	-0.5	-1.9
Cc1nn(CC(=O)N2CCC(C)CC2)c(=O)c2cccn12	4	-1	-0.4	-5	-35	3	7	0.3	1.1
C[N+](C)(C)CCCN1C(=O)CCCC1=O	9	12	4.6	10	3	5	-2	0.2	0.9
CN1CCN(Cc2c(O)ccc3c(=O)c(Oc4ccccc4Cl)c(C(F)(F)F)oc23)CC1	13	-4	-0.8	-3	7	-2	-2	-2.3	1.1
C[C@]12CCC3C(CC[C@H]4C[C@@H](O)CC[C@]34C)C1CC[C@@]2(O)C(F)(F)F (stereo partly specified)	-9	-2	0.3	2	/	0	1	-4.9	-0.8
CC(=O)Nc1ccc(NC(=O)COC(=O)C2c3ccccc3Oc3ccccc32)cc1	-2	-2	/	/	6	-1	0	-4.9	/
COc1ccc(Br)cc1/C=N/NS(=O)(=O)c1ccccc1	23	1	0.3	/	2	-2	13	-1.5	/
Cc1cn(-c2cccnc2)c(C)c1CNC[C@H]1O[C@@H](n2cnc3c(N)ncnc32)[C@H](O)[C@@H]1O	-4	-4	0.5	-1	-2	0	-5	-3.7	-1.4
COc1ccc(C)cc1S(=O)(=O)N(C)CC(=O)NCc1ccncc1	2	-11	0.2	-2	1	3	-11	-0.4	3.4
Cc1ccc(NC(=S)NC(NC(=O)C(C)(C)C)C(Cl)(Cl)Cl)c(C)c1 (stereo unspecified)	9	11	2.9	-7	11	4	4	-0.8	0.1
CCOc1ccccc1C(=O)NCC(=O)NCc1ccc(S(=O)(=O)N2CCOCC2)cc1	0	7	-2.2	-6	-5	-1	5	/	0.0
Cc1cccc(OCC(=O)Nc2ccc3c(c2)nc(CCN2CCN(C)CC2)n3C)c1	-4	-2	0.9	2	13	-8	-4	-5.4	-1.2
C=C(C)C1CC=C(C)/C(=N/NC(=O)CNc2ccc(OCC)cc2)C1 (stereo unspecified)	3	0	-1.5	4	14	-4	/	-3.5	-0.6
CC(=O)Nc1ccc(NC(=O)CSc2ccc(-c3cccs3)nn2)cc1	4	-14	/	-13	-8	0	-5	-3.9	-1.0
CCc1sc(C(=O)Nc2cc(Cl)ccc2N2CCCCC2)cc1C	6	-23	0.3	-8	-5	2	-4	-1.5	-2.0
Cc1nn(CC(=O)N(C)C2CCC(C)CC2)c(C)c1S(=O)(=O)N(C)C (stereo unspecified)	-8	7	0.0	-2	5	-2	2	-3.8	2.5

Rows were taken by chance; 4.8% or so of the library scored in one or more.
